High-throughput results (PubChem BioAssay)
UTI89 phage lysis: inhibition of K1F phage lysis, E. coli UTI89, bacterial capsule biogenesis inhibitors, alamar blue (AID 488966) | one-dose inhibition, % at 100 µM; IC50 in µM for titrated hits | 0.02% of 340,000 active | E. coli UTI89 K1F phage lysis, alamar blue, 2 h; higher % means a stronger effect;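 active = phage lysis inhibition, versus mean bacterial control, above a set limit; inconclusive = no clear call, values can overlap the other calls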;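 also: capsule biogenesis inhibitors block K1F phage lysis so surviving cells raise fluorescence; higher fluorescence means more inhibition of phage lysis; actives were called in the ten point dose series up to 300 µM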
RSV CPE inhibition: RSV antiviral activity via CPE protection, HEp-2 cells, primary 10 µM value included (AID 2391); HEp-2 cells, RSV-induced CPE inhibition; higher % means a stronger effect; CPE inhibition, % at 10 µM; hits with a dose series show IC50 in µM; 0.13% of 310,000 active; in the data active = a potency from the dose series; inconclusive = CPE inhibition mostly from about 23% at the one dose, without a potency; inactive = the rest, 99 in 100 with CPE inhibition below about 21%; also: strong numbers were not always called active
NTR1 ag: agonists of NTR1, primary screen, imaging, U2OS cells, beta-arrestin-GFP, high content (AID 493036); NTR1-U2OS beta-arrestin-GFP spot imaging, agonist mode; activation, % at 20 µM; 0.17% of 330,000 active;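 active = activation at or above 40% of the spot to cytoplasm intensity ratio, with at least 20 cells analyzed; inconclusive = wells under 20 cells, flagged as cytotoxic or low count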;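 also: 0% = DMSO without peptide and 100% = 100 nM NTR1 peptide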
Target sequence (P30989 whole entry, looked up): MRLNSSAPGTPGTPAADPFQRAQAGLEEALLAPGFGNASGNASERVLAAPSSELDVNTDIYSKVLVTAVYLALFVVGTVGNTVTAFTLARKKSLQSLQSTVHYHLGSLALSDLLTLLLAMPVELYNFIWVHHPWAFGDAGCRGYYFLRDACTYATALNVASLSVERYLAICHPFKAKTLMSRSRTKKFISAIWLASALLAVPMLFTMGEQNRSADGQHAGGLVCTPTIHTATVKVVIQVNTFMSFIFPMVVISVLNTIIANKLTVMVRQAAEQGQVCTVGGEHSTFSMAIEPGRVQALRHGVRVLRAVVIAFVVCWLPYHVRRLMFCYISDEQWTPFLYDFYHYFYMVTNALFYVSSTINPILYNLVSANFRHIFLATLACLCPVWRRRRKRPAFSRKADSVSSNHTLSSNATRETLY
West Nile antiviral: West Nile virus antiviral activity, cell-based, CPE readout (AID 1621). West Nile virus-infected cells, CPE inhibition; higher % means a stronger effect. 0.02% of 290,000 active. CPE inhibition, % at 10 µM, or IC50 in µM where a hit was titrated; in the data active = a potency from the dose series; inconclusive = CPE inhibition mostly from about 3.7% at the one dose, without a potency; inactive = the rest, 99 in 100 with CPE inhibition below about 2.2%; also: strong numbers were not always called active
Large T inhibition: SV40 large T antigen inhibitors, biochemical (AID 1903); SV40 large T antigen ATPase/helicase inhibition assay; higher % means a stronger effect; inhibition, % at 20 µM; hits with a dose series show IC50 in µM; 0.39% of 310,000 active; in the data active = a potency from the dose series; inconclusive = inhibition mostly from about 32% at the one dose, without a potency; inactive = the rest, 99 in 100 with inhibition below about 32%; also: strong numbers were not always called active
NS5 inhibitors: Dengue-2 NS5 methyltransferase inhibitors, primary screen, biochemical, confirmation dose response (AID 588689). Genome polyprotein (Dengue virus type 2 (strain 16681-PDK53)). 0.3% of 340,000 active. Dengue-2 NS5 methyltransferase capping enzyme assay, biochemical; higher % means a stronger effect. inhibition, % at 25 µM, or IC50 in µM where a hit was titrated; in the data active = a potency from the dose series; inconclusive = inhibition above about 29% without an active follow-up result
Siah-1 displacement: Siah-1 peptide-binding antagonists, primary screen, biochemical, fluorescence polarization, rhodamine-plectin, uHTS (AID 1817). Siah-1 / rhodamine-plectin peptide fluorescence polarization; higher % means a stronger effect. 0.02% of 290,000 active. displacement, % at 20 µM, or IC50 in µM where a hit was titrated;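 active = displacement of at least 50% at 20 µM, with a fluorescence ratio check between 0.3 and a set limit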;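 also: plate controls were Siah plus tracer with DMSO for no effect and tracer alone without Siah for full effect; strong numbers were not always called active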
AID2073: inhibitors of Mint1-CaV2.2 protein interaction, biochemical, HTRF (AID 2073); Voltage-dependent N-type calcium channel subunit alpha-1B (Homo sapiens); HTRF protein-protein interaction, Mint1-CaV2.2; higher % means a stronger effect; one-dose inhibition, % at 20 µM; IC50 in µM for titrated hits; 0.19% of 290,000 active; in the data active = inhibition mostly above about 51%, no sharp cut-off; inconclusive = no clear call, values can overlap the other calls; inactive = mostly below about 53%; also: some results filed as inactive read as strong as hits
Rac1 GTP hydrolysis: MgcRacGAP GTPase-activating activity inhibitors, confirmation, biochemical, ADP Hunter fluorescence. one-dose inhibition, % at 30 µM; IC50 in µM for titrated hits. Rac GTPase-activating protein 1 (Homo sapiens). MgcRacGAP-stimulated Rac1 GTP hydrolysis, ADP Hunter fluorescence; higher % means a stronger effect; GST-tagged Rac1 F28L mutant substrate. 0.6% of 340,000 active;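 active = first-screen hits whose inhibition reached a set limit at any dose in the follow-up dose series; inconclusive = inhibition above the set first-screen limit but never retested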;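 also: fluorescence reports GDP produced by GAP-driven GTP hydrolysis; strong numbers were not always called active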
NTR1 ag cell count 20 µM: recorded beside NTR1 ag, whose call it bears; cell count; measured here: cell count, cytotoxicity flag
NS5 inhibitors pilot replicate: also measured in NS5 inhibitors; calls as there; inhibition, %; measured here: pilot screen replicate inhibition
Starred values were filed as active, the others as inactive; i = inactive; u = inconclusive; x = not tested or not shown; [ ] = dose if it differs, or a comment. Outcome played no part in choosing rows; any-hit rate near 1.6%.

SMILES	UTI89 phage lysis	RSV CPE inhibition	NTR1 ag	NTR1 ag cell count 20 µM	West Nile antiviral	Large T inhibition	NS5 inhibitors	Siah-1 displacement	AID2073	Rac1 GTP hydrolysis	others
COc1ccc(C2CC(c3cccs3)=NN2C(=O)CN2CCCCC2)cc1 (stereo unspecified)	x	0.7%	1.8	54	-0.5%	10%	x	2%	3%	x
COc1ccc(/C(N)=N/OC(=O)N2CCOCC2)cc1	0.0%	1.5%	2.0	96	-1.6%	14%	-4%	6%	0%	7%
CCOc1ccccc1/C=N/NC(=O)c1c(C)nc2ccc(Br)cn12	1.4%[50 µM]	1.1%	0.5	84	0.3%	20%	1%	-2%	4%	22%
Cc1ccc(S(=O)(=O)N2CCOCC2)cc1NC(=O)CSc1nnc2cc(C)c3ccccc3n12	0.4%[50 µM]	6.0%	2.0	80	-0.8%	18%	-6%	8%	-2%	-3%
Cc1ccc(Cn2cccc(NS(C)(=O)=O)c2=O)cc1	-0.1%	x	1.0	62	-0.7%	x	-8%	18%	-17%	4%	NS5 inhibitors pilot replicate=4.3
COc1ccc(-n2c(=O)[nH]cc(C(=O)Nc3ccc(NC(C)=O)cc3)c2=O)cc1	1.6%	0.0%	-1.1	59	0.5%	x	9%	0%	8%	1%
C[C@H](NC(=O)c1ccccc1Cl)C(=O)OCC(=O)N1CCN(c2ccccc2)CC1	0.2%	1.6%	10	46	x	x	-11%	x	x	6%
COc1ccc(NC(=O)COC(=O)CCSc2ccccc2)cc1	-0.8%	x	-0.3	44	x	x	5%	x	x	2%
Cc1ccccc1Nc1nnc(SCC(=O)NC(=O)Nc2ccc3c(c2)OCCO3)s1	x	2.7%	4.7	69	-0.7%	23%	x	-2%	6%	x
Cc1ccc2nc(SCC(=O)Nc3ccc(C)c(Cl)c3)nc(=O)n2c1	1.4%[50 µM]	-2.2%	2.4	59	x	9%	1%	x	x	0%
COc1ccc(S(=O)(=O)N2CCN(C(c3ccccc3)c3ccccc3)CC2)cc1NC(C)=O	1.7%[50 µM]	0.9%	4.5	65	-0.3%	20%	7%	7%	7%	7%
Cc1ccc(SCCNC(=O)CN2C(=O)c3ccccc3S2(=O)=O)cc1	3.8%	0.5%	-1.5	77	-0.1%	-1%	-3%	-5%	25%	8%
CCN1CCN(Cc2ccc(NC(=O)Nc3ccc(OC)cc3)cc2)CC1	-6.1%	-1.1%	-2.0	52	-1.1%	1%	-18%	-2%	2%	10%
CCOC(=O)c1cc(-c2cccs2)[nH]n1	i	2.8%	0.5	44	-0.1%	9%	-3%	0%	8%	2%
O=c1cc(CO)oc(C(Nc2cccc([N+](=O)[O-])c2)c2ccccn2)c1O (stereo unspecified)	0.0%	2.9%	-2.4	93	x	9%	10%	7%	14%	7%
CN(C)N=C1c2cc(S(=O)(=O)N3CCOCC3)ccc2-c2ccc(S(=O)(=O)N3CCOCC3)cc21	1.2%[50 µM]	4.5%	2.1	65	-0.6%	17%	-3%	1%	1%	-1%
CCc1cc2c3c(c1)C(C)CC(C)(C)N3C(=O)/C2=C1\SC(=O)NC1=O (stereo unspecified)	x	u	4.2	59	1.3%	13%	x	-3%	-2%	x
COc1ccc(C2=C3C(=O)OCC3Cc3ncn(Cc4ccccc4)c32)cc1 (stereo unspecified)	0.6%	2.3%	2.3	48	x	x	-8%	x	x	12%
Cc1nc2cc(C(=O)NCCN3CCOCC3)ccc2n1-c1ccc(F)cc1F	5.8%	-0.1%	-1.1	52	0.2%	11%	-4%	8%	-2%	4%
COc1ccc(CCNC(=S)Nc2ccc(C(C)C)cc2)cc1	-0.4%[50 µM]	-0.6%	4.2	62	0.0%	14%	-3%	-1%	1%	10%

The last 4 compounds of the section above come first, to join the parts:
SMILES	UTI89 phage lysis	RSV CPE inhibition	NTR1 ag	NTR1 ag cell count 20 µM	West Nile antiviral	Large T inhibition	NS5 inhibitors	Siah-1 displacement	AID2073	Rac1 GTP hydrolysis	others
CCc1cc2c3c(c1)C(C)CC(C)(C)N3C(=O)/C2=C1\SC(=O)NC1=O (stereo unspecified)	x	u	4.2	59	1.3%	13%	x	-3%	-2%	x
COc1ccc(C2=C3C(=O)OCC3Cc3ncn(Cc4ccccc4)c32)cc1 (stereo unspecified)	0.6%	2.3%	2.3	48	x	x	-8%	x	x	12%
Cc1nc2cc(C(=O)NCCN3CCOCC3)ccc2n1-c1ccc(F)cc1F	5.8%	-0.1%	-1.1	52	0.2%	11%	-4%	8%	-2%	4%
COc1ccc(CCNC(=S)Nc2ccc(C(C)C)cc2)cc1	-0.4%[50 µM]	-0.6%	4.2	62	0.0%	14%	-3%	-1%	1%	10%
Cc1onc(-c2c(Cl)cccc2Cl)c1NC(=O)NC1CCSC1 (stereo unspecified)	x	1.6%	-0.7	33	-0.7%	4%	x	7%	-6%	x
COc1cccc(CNCc2ccco2)c1O	0.0%	x	-1.3	48	-0.1%	x	4%	1%	1%	117µM*
O=C(Nc1ccc(NC(=O)c2cccs2)cc1)c1ccc2ccccc2c1	1.6%	-1.2%	1.9	32	-0.2%	5%	2%	-2%	39%	-1%
O=C(Nc1nc(COc2ccccc2)cs1)c1ccccc1F	4.8%	3.4%	0.0	61	-0.9%	10%	-8%	10%	3%	3%
COc1cccc(CN(C)C(=O)COc2ccc(C(=O)c3ccc(Cl)cc3)cc2)c1OC	0.1%	4.8%	1.8	52	-0.1%	3%	-11%	-5%	6%	3%
O=c1oc2ccccc2c2c1nnn2CCO	0.1%	-0.2%	1.5	59	0.5%	3%	-5%	0%	7%	6%
CC1CCCN(C2(O)C(=O)Nc3ccc([N+](=O)[O-])cc32)C1 (stereo unspecified)	0.0%	0.5%	-0.3	51	0.4%	11%	-1%	1%	6%	5%
COc1cccc(NC(=O)Nc2cccn(Cc3ccc(C)cc3)c2=O)c1	0.6%	-0.7%	1.1	41	-1.1%	6%	-13%	0%	29%	6%
O=C(CSc1nc2c([nH]c3ccccc32)c(=O)n1-c1cccc(Cl)c1)N1CCOCC1	0.2%	1.2%	0.5	50	-0.1%	5%	-1%	22%	4%	3%
Cc1ccc(N=C2C(=O)Nc3ccc(Br)cc32)cc1	1.3%	0.8%	-0.3	40	-0.6%	4%	-12%	-1%	-3%	6%
COc1cccc(C2C(C(=O)c3cc4ccccc4o3)=C(O)C(=O)N2c2cc(C)on2)c1 (stereo unspecified)	-0.1%	0.7%	0.8	59	-0.2%	17%	12%	13%	29%	5%
C/C(CC(=O)Nc1ccccn1)=N\NC(=O)C(=O)Nc1ccccc1C	0.6%	4.0%	2.0	45	0.0%	14%	3%	4%	-3%	10%
COc1ccc(C(=O)N(Cc2ccccc2)c2cccc(C)c2)cc1	-0.2%	1.2%	0.7	70	-1.2%	10%	3%	-2%	7%	3%
CN(C)S(=O)(=O)c1ccc(C(=O)N2CCCC2c2nc3ccccc3s2)cc1 (stereo unspecified)	0.4%	-1.2%	0.6	44	0.1%	2%	8%	7%	-4%	20%
CNc1ncc(C(=O)c2ccc(-c3ccccc3)cc2)s1	0.1%	19%	3.9	68	-0.3%	6%	8%	-1%	-3%	-1%
CN(C)S(=O)(=O)Nc1cc(F)cc(F)c1	-0.1%	2.4%	0.4	27	0.0%	4%	-4%	0%	1%	1%
O=C(NNc1cc(N2CCOCC2)nc(N2CCOCC2)n1)c1ccc(Cl)cc1Cl	0.3%	1.5%	-1.3	89	-0.4%	18%	-5%	4%	-1%	6%
Cc1cccc(NC(=O)CSc2nc(N)cc(N)n2)c1	1.9%	1.6%	0.2	72	0.0%	14%	-4%	2%	-2%	6%
Cc1cccc2[nH]c(-c3ccc(NC(=O)c4ccco4)cc3)nc12	5.4%	u	-1.3	58	0.1%	4%	-2%	3%	16%	11%
Cc1noc(/C=C/c2ccco2)c1S(=O)(=O)N1CCC(C(=O)N2CCc3ccccc3C2)CC1	0.1%	9.6%	2.7	91	x	14%	-8%	9%	23%	2%
OCC[C@@H]1C[C@H](O)[C@@H](O)[C@@]2(OCCCc3ccccc32)O1	2.5%	0.2%	6.6	97	1.0%	6%	-4%	5%	0%	8%
COc1ccc2cc3c(N)c(C(=O)NCc4ccco4)sc3nc2c1	0.5%	7.5%	3.5	86	0.3%	-3%	-7%	5%	48%	10%
COc1ccc(OC)c(NC(=O)COC(=O)CCNc2ccccc2OC)c1	0.2%	x	0.3	54	x	x	5%	x	x	11%
Cc1nonc1NC(=O)CSc1nnc(-c2ccoc2C)n1CC(C)C	0.9%	1.3%	0.4	63	0.0%	16%	-9%	0%	-7%	6%
CCCNc1nc(=S)n(-c2ccccc2)c(C)c1C(C)=O	0.1%	1.1%	1.6	78	0.6%	5%	3%	4%	-12%	19%
CCCn1c(SCN2C(=O)c3ccccc3C2=O)nc2cc(Cl)ccc2c1=O	-1.1%[50 µM]	13%	3.8	53	1.4%	6%	-1%	2%	10%	7%
CCNC(=S)NCc1ccc2[nH]c(C)cc2c1	4.4%	3.8%	-0.7	89	0.2%	9%	-3%	-6%	0%	4%

Three entries from above, sorted by molecular weight, lowest first.
SMILES	UTI89 phage lysis	RSV CPE inhibition	NTR1 ag	NTR1 ag cell count 20 µM	West Nile antiviral	Large T inhibition	NS5 inhibitors	Siah-1 displacement	AID2073	Rac1 GTP hydrolysis	others
CCCNc1nc(=S)n(-c2ccccc2)c(C)c1C(C)=O	0.1%	1.1%	1.6	78	0.6%	5%	3%	4%	-12%	19%
Cc1nonc1NC(=O)CSc1nnc(-c2ccoc2C)n1CC(C)C	0.9%	1.3%	0.4	63	0.0%	16%	-9%	0%	-7%	6%
CCCn1c(SCN2C(=O)c3ccccc3C2=O)nc2cc(Cl)ccc2c1=O	-1.1%[50 µM]	13%	3.8	53	1.4%	6%	-1%	2%	10%	7%
